# hcGAS inh = blocks human cGAS activity | Q8N884 | recombinant h-cGAS, ATP depletion, Kinase-Glo luminescence | inhibition, % at 12.5 µM | 290,000 tested, 0.081% active | AID 1259398;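 also: 0% = vehicle reaction and 100% = reaction without DNA for no activity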
# Target sequence (Q8N884 whole entry, looked up): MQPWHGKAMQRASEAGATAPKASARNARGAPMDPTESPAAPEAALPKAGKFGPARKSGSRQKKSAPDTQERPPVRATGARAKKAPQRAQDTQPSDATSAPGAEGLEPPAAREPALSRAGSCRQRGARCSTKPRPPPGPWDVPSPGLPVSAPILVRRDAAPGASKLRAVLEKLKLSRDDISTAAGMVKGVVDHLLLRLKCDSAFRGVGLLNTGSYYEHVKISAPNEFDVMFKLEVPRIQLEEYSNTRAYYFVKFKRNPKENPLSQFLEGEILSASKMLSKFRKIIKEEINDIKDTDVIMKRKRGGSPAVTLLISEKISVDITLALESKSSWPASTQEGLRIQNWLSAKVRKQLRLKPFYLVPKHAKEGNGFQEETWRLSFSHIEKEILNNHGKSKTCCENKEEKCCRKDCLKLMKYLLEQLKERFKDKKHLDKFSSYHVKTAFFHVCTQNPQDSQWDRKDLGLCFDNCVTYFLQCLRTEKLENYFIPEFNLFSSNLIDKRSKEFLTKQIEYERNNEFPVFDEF
# NPYLR7 agonist = mosquito NPYLR7 agonism; HEK293T NPYLR7/Galpha15, GCaMP6s calcium fluorescence; activation, % at 10 µM; 270,000 tested, 0.15% active; in the data active = activation above about 40%;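 also: 0% = vehicle and 100% = reference agonist at the receptor; some compounds past the cut are filed as inactive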
# mcGAS lum = blocks mouse cGAS activity; recombinant cGAS, Kinase-Glo ATP depletion luminescence; Q8C6L5; 160,000 tested, 0.15% active; inhibition, % at 12.5 µM;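 also: 0% = negative control wells and 100% = reference inhibitor with no enzyme activity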
# * marks the source's active call; other numbers are inactive results; . = not tested or not shown; & = joins results of further samples. Rule as the data show it, unless noted: active = inhibition above about 40%; inactive = the rest. Hits appear at their usual frequency, and some 0.29% of all compounds hit somewhere here.
no.	mol	hcGAS inh	NPYLR7 agonist	mcGAS lum
1	CCCc1[nH]ncc1C(=O)N1CCOC(CCCC(C)C)C1 (stereo unspecified)	-8	7	.
2	O[C@H]1CN(Cc2cccc3nonc23)C[C@@H]1N1CCN(c2ccccn2)CC1	-1	0	.
3	Nc1ccccc1N1CCCC1	-2	-1	-6
4	CO/N=C(/C(=O)N1CCC(NC(=O)OC(C)(C)C)C1)c1csc(NC=O)n1 (stereo unspecified)	1	3	-1
5	Cn1c(=O)c2c(nc(Br)n2CC(N)=O)n(C)c1=O	-9	1	.
6	C=CCn1c(=O)c2c(nc3oc(-c4ccc(F)cc4)cn32)n(C)c1=O	-3	8	-10
7	CCCc1c(C(=O)O)cnn1-c1ccccc1	-3	7	.
8	C=C1c2ccccc2C(=O)N1C(C)C(=O)OCc1cc(=O)n2cccc(C)c2n1 (stereo unspecified)	-2	9	.
9	CCc1[nH]n(-c2ccccc2)c(=O)c1C1=C([n+]2cc(C)cc(C)c2)C(=O)N(C2CCCCC2)C1=O	-2	-6	-5
10	CC(C)COc1nc(-c2ccco2)n(-c2cccc(NC(=O)c3ccc(C(F)(F)F)cc3)c2)n1	-11	19	-5
11	O=C(CCS(=O)(=O)c1ccc(Br)s1)NC1CCCCC1	-3	-2	.
12	CCC(=O)Nc1ccc(C2=Nn3c(nnc(C)c3=O)SC2)cc1	1	-9	-3
13	CC1(C(=O)NS(=O)(=O)c2ccccc2)CCN1C(=O)CC1CC1 (stereo unspecified)	-9	-4	.
14	COc1ccc(-c2nnn(Cc3cc(Cl)c4c(c3)OCCO4)n2)cc1OC	-2	2	.
15	Cc1cc(=O)[nH]c(NCCNCC(=O)NC2CCCCCCC2)n1	-1	25	-12
16	CCOc1ccc(-c2nc3ccc(C)cn3c2NC(C)(C)CC(C)(C)C)cc1	-5&-6	-7	-8&-5
17	CC(C)CN(CC(=O)N(Cc1ccc(F)cc1)Cc1ccco1)Cc1ccc(F)c(F)c1	-3	4	-7
18	CC(C)c1cc(NC(=O)CN2CCCC(O)C2)on1 (stereo unspecified)	0	-1	-4
19	COc1ccccc1NC(=O)Cn1cccc(-c2nc(-c3ccccc3)no2)c1=O	-1	.	-1
20	O=C(c1ccc(=O)[nH]c1)N1CCCC(CCc2ccccc2C(F)(F)F)C1 (stereo unspecified)	-5	6	-14
21	CCC(C)Nc1cc(C)nc2c3c(C)cc(C)nc3nn12 (stereo unspecified)	-9	0	-9
22	Cc1cccc(C(=O)Nc2nnc(-c3ccc4c(c3)OCO4)s2)c1	-2	-3	-10
23	O=C(c1ccc(F)cc1)N1CCSC1c1cccc(Oc2ccccc2)c1 (stereo unspecified)	-1	-4	-4
24	COC(=O)c1cc(C2CC2)nc2c1c(-c1cccs1)nn2C1CCS(=O)(=O)C1 (stereo unspecified)	-8	9	.
25	CCOC(=O)C(=O)NC1CCc2[nH]c3c(C)cccc3c2C1 (stereo unspecified)	3	-10	2
26	COC(=O)c1ccc(Oc2coc3c4c(ccc3c2=O)OCN(Cc2ccco2)C4)cc1	-4	3	-7
27	O=C(NCCCc1ccccc1)c1ccc(-c2cc(-c3ccc(Cl)cc3Cl)[nH]n2)cc1	-7	-3	-8
28	Cc1nnsc1CN(C)C(=O)CCSc1ccc2c(c1)OCCO2	-9	0	.
29	COc1cccc(-c2nc3nc(C)cc(C)n3c2Nc2c(C)cccc2C)c1	-3	13	-2
30	COc1cccc(NC(=O)CCC2CCN(Cc3cccc(C)n3)CC2)c1	-9&-4	8&9	.

# In another format: results already given
# Results follow in this order: hcGAS inh | NPYLR7 agonist | mcGAS lum
[1] CCCc1[nH]ncc1C(=O)N1CCOC(CCCC(C)C)C1 (stereo unspecified)
 : -8 | 7 | .
[2] O[C@H]1CN(Cc2cccc3nonc23)C[C@@H]1N1CCN(c2ccccn2)CC1
 : -1 | 0 | .
[3] Nc1ccccc1N1CCCC1
 : -2 | -1 | -6
[4] CO/N=C(/C(=O)N1CCC(NC(=O)OC(C)(C)C)C1)c1csc(NC=O)n1 (stereo unspecified)
 : 1 | 3 | -1
[5] Cn1c(=O)c2c(nc(Br)n2CC(N)=O)n(C)c1=O
 : -9 | 1 | .
[6] C=CCn1c(=O)c2c(nc3oc(-c4ccc(F)cc4)cn32)n(C)c1=O
 : -3 | 8 | -10
[7] CCCc1c(C(=O)O)cnn1-c1ccccc1
 : -3 | 7 | .
[8] C=C1c2ccccc2C(=O)N1C(C)C(=O)OCc1cc(=O)n2cccc(C)c2n1 (stereo unspecified)
 : -2 | 9 | .
[9] CCc1[nH]n(-c2ccccc2)c(=O)c1C1=C([n+]2cc(C)cc(C)c2)C(=O)N(C2CCCCC2)C1=O
 : -2 | -6 | -5
[10] CC(C)COc1nc(-c2ccco2)n(-c2cccc(NC(=O)c3ccc(C(F)(F)F)cc3)c2)n1
 : -11 | 19 | -5
[11] O=C(CCS(=O)(=O)c1ccc(Br)s1)NC1CCCCC1
 : -3 | -2 | .
[12] CCC(=O)Nc1ccc(C2=Nn3c(nnc(C)c3=O)SC2)cc1
 : 1 | -9 | -3
[13] CC1(C(=O)NS(=O)(=O)c2ccccc2)CCN1C(=O)CC1CC1 (stereo unspecified)
 : -9 | -4 | .
[14] COc1ccc(-c2nnn(Cc3cc(Cl)c4c(c3)OCCO4)n2)cc1OC
 : -2 | 2 | .

# Following part:
no.	mol	hcGAS inh	NPYLR7 agonist	mcGAS lum
31	Cc1ccsc1[C@@H]1CCN(Cc2cccn2-c2cccnc2)C[C@H]1O	1	-5	.
32	CCCCCCCCS(=O)(=O)N1CCN(c2nc(Cc3ccc(C)cc3)ns2)CC1	-7	13	-6
33	COc1ccc(CN(Cc2ccc(F)cc2)CC(O)COc2ccccc2C)cc1 (stereo unspecified)	-4	34	-5
34	O=C(C1CC1)N1CCC(Nc2ncnc3ccccc23)CC1	-2	2	-1
35	O=C1OC(/C=C\c2cccc([N+](=O)[O-])c2)=NC/1=C/C(Cl)=C/c1ccccc1	5	-4	5
36	Cc1noc(C)c1C(=O)N1CCN(c2nc3ccccc3nc2-c2ccccc2)CC1	-4	36	-5
37	Cc1nn(-c2ccccc2)c2nc(Cc3ccccc3)nc(N3CCCN(C(=O)c4ccc(Cl)c([N+](=O)[O-])c4)CC3)c12	-12	.	-10
38	CC(C)(C)c1ccc2cc(C(=O)OCCN3CCCC3=O)[nH]c2c1	-1	0	-8
39	Cc1ccc(CC(=O)NCc2ccc(N3CCSCC3)cc2)cc1	2	0	-3
40	Cc1nc(C(=O)NC(C#N)c2ccccc2C)cs1 (stereo unspecified)	-6	10	.
41	C=CCN(CC(=O)N1CCc2sccc2C1COc1cccc(F)c1)C(=O)c1ccc(F)cc1 (stereo unspecified)	-2	0	-5
42	O=C(Cn1ncc2ccccc2c1=O)N1CCCC(O)(CO)CC1 (stereo unspecified)	-6	6	.
43	O=C(NCCC(=O)N1CCc2sccc2C1)c1ccc2c(c1)CCC2	-4	3	.
44	O=C(CC1c2cccnc2C(=O)N1c1c(Cl)cccc1Cl)NCc1cccc(C(=O)O)c1 (stereo unspecified)	2	4	-7
45	O=C1CC(=O)c2c(Cl)c(Cl)c(Cl)c(Cl)c21	-7	5	-6
46	COc1ccc(N(C)S(=O)(=O)c2ccsc2-c2nc(-c3ccc(C)cc3)no2)cc1Cl	-3	.	-6
47	CCN1CCN(S(=O)(=O)c2cc(Cl)cc(Cl)c2O)CC1	-7	6	-4
48	CC(NC(=O)COc1ccc(F)c(F)c1)c1ccc2ccccc2c1 (stereo unspecified)	-6	-3	-7
49	Cc1ccc(-n2c(SCc3ccc(F)cc3)nnc2C(C)NC(=O)Nc2ccc(F)cc2F)cc1 (stereo unspecified)	-10	18	-5
50	CC(C)(C)c1ccc(S(=O)(=O)NC(=O)C2(C)CCN2C(=O)Cc2ccccc2Cl)cc1 (stereo unspecified)	-3	5	.
51	CCC(C)N(CC)C(=O)c1cnc2ccccc2c1 (stereo unspecified)	-7	-3	.
52	Cc1ccc(-n2nc3c(c2NC(=O)c2ccc(S(=O)(=O)N(C)C)cc2)CS(=O)(=O)C3)c(C)c1	-4	3	.
53	CCOC(=O)C(Cc1ccccc1)N(C)CC(=O)Nc1nccs1 (stereo unspecified)	-7	9	.
54	COC1=Nc2cc(OC)ccc2C2c3nc(C(C)(C)C)oc3N=C(N)C12 (stereo unspecified)	-5	0	-8
55	NCCN1C(=S)SC(=Cc2ccccc2F)C1=S	-2	-7	.
56	O=C(c1ccccc1F)N1CCN(C(C(=O)N2CCCC2)C2CCCC2)CC1 (stereo unspecified)	-6	-8	-7
57	Cc1cc(OC(=O)c2ccc(F)cc2)c([N+](=O)[O-])c(=O)[nH]1	-2	3	-6
58	COc1cc(CN2C(=O)CON=C2c2cc(Cl)ccc2OC)cc(OC)c1	1	8	.
59	Cc1onc(-c2ccccc2)c1C(=O)N1CCc2c(c(C(=O)N(C)C)nn2Cc2ccccc2)C1	1	12	-13
60	CCCCC(CC)C(=O)NNC(=O)COc1cc(C)c(Cl)c(C)c1 (stereo unspecified)	-4	-4	.

# Some of the entries so far, with two lines to a compound.
# Every second line gives: hcGAS inh | NPYLR7 agonist | mcGAS lum
38	CC(C)(C)c1ccc2cc(C(=O)OCCN3CCCC3=O)[nH]c2c1
    -1 | 0 | -8
39	Cc1ccc(CC(=O)NCc2ccc(N3CCSCC3)cc2)cc1
    2 | 0 | -3

# Remaining list, next part:
no.	mol	hcGAS inh	NPYLR7 agonist	mcGAS lum
61	Cc1ccccc1NC(=O)CSC(=O)c1ccccc1	-9	-24	.
62	CCOC(=O)c1ccc(NC(=O)CSc2ncnc3sc(C)c(C)c23)cc1	-7	-7	-6
63	Cn1cc(CN2CCc3[nH]cnc3C2c2cccnc2)c(-c2cccc(Cl)c2)n1 (stereo unspecified)	-5	12	-10
64	CC(Sc1nnc(N)s1)C(=O)N1CC(=O)Nc2cc(C(F)(F)F)ccc21 (stereo unspecified)	-6	2	.
65	Cn1cc([N+](=O)[O-])c(C(=O)Nc2cc(Cl)c(Cl)cc2Cl)n1	-5	-5	.
66	COCC(=O)NC(C)C1c2cc(OC)c(OC)cc2CCN1Cc1cccc(F)c1 (stereo unspecified)	-5	.	-5
67	Cc1cccnc1C(NC(=O)COc1c(C)ccc(C)c1C)C1CC1 (stereo unspecified)	-6	9	.
68	O=C(OCC(=O)N1CCNC1=O)C1CCCCC1	-2	5	.
69	CCOC(=O)C1(CCc2ccccc2)CCN(C(=O)/C=C/c2ccc(OC)c(OC)c2)CC1	-6&-1	3&2	-8&-5
70	O=C(C1CCC1)N1CCC(Oc2cc(N3CCOCC3)ncn2)C1 (stereo unspecified)	-3	.	-3
71	COc1ccc(CCS(=O)(=O)NCCCc2ccc(N(C)C)cc2)cc1	-2	-6	.
72	C(=Cc1ccccc1)C=NNc1ncnc2ccccc12	-6	161*	.
73	COCCN(Cc1ccc(OS(=O)(=O)c2cccc(C(F)(F)F)c2)cc1)C(=O)Nc1ccc(OC)cc1OC	5	-12	0
74	Cc1ccc(Cl)c(OCC(=O)NC2=NCCS2)c1	2	7	.
75	Clc1cc2c(cc1Sc1cccnn1)OCCO2	-7	5	.
76	CCOC(=O)N1CCN(C(=O)c2noc(C(C)C)c2[N+](=O)[O-])CC1	-2	5	-4
77	Nc1nc(NCc2ccccc2)nc(-c2cccc(O)c2)n1	-6	32	-17
78	Cc1noc(C)c1CCN1CCC(=O)N(CC2CC2)C(C(C)C)C1 (stereo unspecified)	-6	0	-11
79	COc1cc(C)ccc1OCC(=O)OC(C)C(=O)Nc1sccc1C#N (stereo unspecified)	-11	12	-14
80	CCN(CC)S(=O)(=O)c1ccc(N=Nc2c(O)[nH]c3c(C)cc(C)cc23)nc1	-3	-3	.
81	Cc1cccc(C(=O)N2C(C(=O)O)COC23CCN(C(=O)c2ccccc2Cl)CC3)c1 (stereo unspecified)	-2	10	-5
82	CCC(=O)Nc1ccc(C(=O)Cn2nc(-c3ccc(F)cc3)oc2=O)cc1	0	-4	-4
83	CCN1C(=S)NC(c2cccc(NC(=O)COC)c2)C(C(=O)OCCOC)=C1C (stereo unspecified)	-7	.	-7
84	CCCOc1ccc(CN2CCC3(CC2)CC(O)CCO3)cc1OC (stereo unspecified)	-11	.	-5
85	CCOC(=O)N1CCC(N2CCN(c3nc(-c4ccccc4)nc4c3CCC4)CC2)CC1	-9	-1	-11
86	OC(CSc1ccc(Cl)cc1)CN1CCOCC1 (stereo unspecified)	-12&-1	-3&1	-4
87	Cc1cn2c3c(=O)n(CCc4ccccc4)c(=O)n(C)c3nc2n1C1CCCC1	-2	1	-2
88	CCC(C(=O)N(Cc1ccc(F)cc1)Cc1cc(NC(=O)c2cccc(F)c2)ccc1N(C)C)c1ccccc1 (stereo unspecified)	-3	27	-4
89	Cn1ccnc1C(=O)N1CCOC(COc2ccccc2)C1 (stereo unspecified)	-5	13	-4
90	COc1ccc(NC(=O)C2CC(c3ccccc3)CN(C(=O)C3CCCC3)C2)cc1 (stereo unspecified)	0	.	-3
91	Cc1c(Cl)cccc1N=C1SCCN1C(=O)CN1C(=O)NC2(CCCC2)C1=O	-6	13	.
92	CCc1noc(CN(CC)C(=O)c2sc(C(C)C)nc2C)n1	3	18	.
93	O=C(NC(c1ccccc1)c1ccsc1)C1CCN(CCOc2ccccc2)CC1 (stereo unspecified)	-3	7	-4
94	Cc1cc(NC(=O)CSc2nc(-c3ccccc3)nc3c2c(=O)n(C)c(=O)n3C)no1	-4	10	.
95	COc1ccccc1C(=O)Nc1ccc(N2CCC(Cc3ccccc3)CC2)c(C(=O)NCC(C)C)c1	-8	17	-5
96	COc1cc(C)ccc1-n1c(CCC(=O)NCc2cccc(Cl)c2)cc2c1-c1ccccc1OC2	-11	1	-11
97	CC[C@@]1(O)CCN(C(=O)CCCn2nc(C)cc2C)C[C@H]1O	-10	.	-7

# Screens from PubChem.
